High-throughput results: PubChem, several laboratories
ADAM10 inh = inhibits human ADAM10; inhibition, % at 7 µM; recombinant ADAM10, EDANS/DABCYL FRET peptide cleavage, 3 h; AID 720582; actives 0.62% (n = 370,000);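 active = inhibition above a per-campaign cutoff equal to the mean of compounds falling between control-based bounds plus 3 SD, cut at about 20% in these data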;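 note: 0% = DMSO wells while the 100% control is not disclosed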
NPR2 activator = GC-B (human) receptor activation. P20594. actives 0.11% (n = 370,000). HEK293-GC-B cells, CNP EC30, cGMP TR-FRET; 0% at EC30 CNP, 100% saturating CNP. AID 1920062. activation, % at 10 µM;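 active = activation at 10 µM reaching about 35% in either raw or pattern-adjusted values, limit read from the data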
proKLK7 act = activates the human kallikrein-7 zymogen; P49862; purified proKLK7, EDANS-DABCYL substrate fluorescence; 100% is mature enzyme control, 0% vehicle; activation, % at 7 µM; actives 0.9% (n = 370,000); AID 652039;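 active = activation above the mean of all tested compounds plus 3 SD, computed per campaign excluding outliers beyond control limits, cut at about 13% in these data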
Target sequence (P49862 whole entry, looked up): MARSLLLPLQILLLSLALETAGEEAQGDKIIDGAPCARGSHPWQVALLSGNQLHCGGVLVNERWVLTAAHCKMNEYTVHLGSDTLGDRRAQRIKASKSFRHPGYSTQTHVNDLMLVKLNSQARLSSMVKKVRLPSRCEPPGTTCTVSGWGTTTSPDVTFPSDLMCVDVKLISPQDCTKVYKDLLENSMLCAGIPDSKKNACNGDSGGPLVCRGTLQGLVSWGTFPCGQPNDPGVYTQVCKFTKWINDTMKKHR
GC-A act = GC-A (human) enzyme activation. HEK293 GC-A cells, cGMP TR-FRET, EC30 ANP; 0% at EC30 ANP, 100% saturating ANP. activation, % at 10 µM. actives 0.14% (n = 370,000); in the data active = activation above about 40%
ASAP1 GAP inh = inhibitors of human ASAP1 ArfGAP activity; ASAP1-stimulated ARF1 GTP hydrolysis, GDP FP detection; inhibition, % at 16.5 µM; actives 0.19% (n = 360,000); AID 624377; in the data active = inhibition above about 25%;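 note: 0% = vehicle with enzyme and substrate and 100% = no enzyme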
Target sequence (Q9ULH1 325-724 limits assumed): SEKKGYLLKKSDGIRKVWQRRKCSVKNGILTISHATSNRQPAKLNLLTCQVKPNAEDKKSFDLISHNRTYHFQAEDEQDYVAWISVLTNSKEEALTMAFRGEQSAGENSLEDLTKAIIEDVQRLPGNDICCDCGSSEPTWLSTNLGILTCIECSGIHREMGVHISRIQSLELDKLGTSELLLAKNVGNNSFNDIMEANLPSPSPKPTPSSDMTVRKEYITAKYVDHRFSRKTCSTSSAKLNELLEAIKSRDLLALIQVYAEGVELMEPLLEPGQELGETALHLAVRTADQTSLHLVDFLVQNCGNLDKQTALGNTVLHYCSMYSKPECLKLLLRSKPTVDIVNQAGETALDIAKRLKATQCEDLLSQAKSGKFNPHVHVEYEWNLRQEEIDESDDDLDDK
sPLA2-III inh = Inhibits HGIII-sPLA2 liposome hydrolysis, primary screen. Q9NZ20. QFRET BODIPY PC-A2 liposome hydrolysis, fluorescence. inhibition, % at 12.2 µM. actives 0.56% (n = 370,000). AID 743126;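 active = inhibition above mean plus 3 SD of compounds lying within the high and low control bounds, cut at about 19% in these data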;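 note: 0% = median of test compound wells and 100% = no enzyme DMSO wells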
FXN GAA850 act = frataxin GAA850 promoter activation. activation, % at 6 µM. HEK293 lucGAA850 FXN promoter luciferase reporter, 24 h; percent of 10 µM SAHA response. AID 540364. actives 0.56% (n = 360,000);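 active = activation above the average of all compounds screened plus 3 SD, cutoff fixed separately per campaign, cut at about 7.5% in these data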;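 note: 0% = DMSO wells and 100% = 10 µM SAHA wells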
ARFGAP1 inhibitor = rat ARFGAP1 inhibition. actives 0.26% (n = 360,000). Arfgap1-stimulated ARF1 GTP hydrolysis, GDP FP detection. inhibition, % at 16.5 µM. AID 651572;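 active = inhibition above a per-plate limit, mean inhibition of low control wells plus 3 SD, cut at about 25% in these data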;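 note: 0% = DMSO wells with enzyme and 100% = wells lacking Arfgap1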
Target sequence (Q62848 1-136 limits assumed): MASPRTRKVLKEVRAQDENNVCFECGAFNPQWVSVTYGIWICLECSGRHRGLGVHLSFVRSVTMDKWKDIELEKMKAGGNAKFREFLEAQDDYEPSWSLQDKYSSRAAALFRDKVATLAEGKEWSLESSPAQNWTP
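Material: truncated rat Arfgap1 GAP domain; Incubation: compound-enzyme preincubation 20 min, reaction 120 min, detection 60 min, 25 °C; Read-out: percent inhibition of Arfgap1-stimulated GTP hydrolysis; Technique: FP, GDP Alexa 633 tracer displaced from anti-GDP antibody, 620/688 nm; Controls: No-Arfgap1 wells (100%) versus DMSO full-reaction wells (0%); Replication: single well per compound.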
Tn6 DDE FP = disrupts Tn6 cyclic peptide binding to fibrin D-Dimer-E complex; P02675; Fibrin DD(E) TRITC-Tn6 fluorescence polarization displacement; inhibition, % at 8.3 µM; actives 0.21% (n = 370,000); AID 720509;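 active = inhibition above a per-campaign cutoff: mean of compounds within control limits plus 3 SD, cut at about 15% in these data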;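 note: 0% = median of all compound wells on the plate and 100% = blocking peptide control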
rCAG RNA binder = r(CAG) repeat RNA binding | inhibition, % at 3 µM | actives 1.3% (n = 370,000) | AID 651821 | TO-PRO-1 dye displacement fluorescence;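 active = inhibition above the plate cutoff, the mean of all test compounds on that plate plus 3 SD, cut at about 35% in these data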;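 note: 0% = DMSO alone and 100% = 100 µM mitoxantrone as full dye displacement; higher means more dye released from RNA so lower well fluorescence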
Active calls of the source: *; i = inactive; . = not tested or not shown; & = joins results of further samples.

SMILES	ADAM10 inh	NPR2 activator	proKLK7 act	GC-A act	ASAP1 GAP inh	sPLA2-III inh	FXN GAA850 act	ARFGAP1 inhibitor	Tn6 DDE FP	rCAG RNA binder
COc1ccc(CCN2C(=O)NC(NS(=O)(=O)c3ccccc3)(C(F)(F)F)C2=O)cc1OC (configuration not stated)	-1	-1	0.1	-4	-2	-1	0.5	2	1	5
c1ccc(CCC2=NCCn3cccc32)cc1	-148&-63	0&-5	-0.5&1.1	-4&-10	-8&-10	-2&-10	-0.1&-1.0	2&-1	-14&10	6&-4
COc1ccc(N=C(C)c2sc3ccccc3c2O)cc1	6	0	0.5	0	12	4	6.2	9	4	2
COC(=O)CNC(=O)c1ccccc1	-4	0	0.3	1	1	6	2.1	-5	10	2
Cc1cc(C(=O)NN=C2CCCC2)c2ccccc2n1	1	-1	0.1	2	-9	-4	-2.3	-8	-6	1
Cc1ccc(C2NC(=O)NC(O)(C(F)(F)F)C2C(=O)c2ccccc2)o1 (configuration not stated)	-4	-2	0.9	-2	2	2	0.1	16	2	-1
Cc1cc(C(=O)Nc2ncc(C)s2)c2ccccc2n1	11	1	0.7	-1	-1	3	-1.5	-6	3	-1
CCOCCC(=O)Nc1ccc2c(c1)c(=O)n(C)n2-c1ccc2ccccc2c1	-58	35	-0.1	28	0	3	-1.4	2	1	3
COc1cc(/C=N/NC(=O)CCN2CCN(C)CC2)cc2c1OCO2	-20	2	-0.3	1	11	11	1.1	-1	-4	-5
CCOC(=O)c1sc(NC(=O)c2sccc2C)cc1C	-159	23	0.5	12	7	-24	5.0	2	-9	8
COc1ccccc1NC(=O)C(=O)N/N=C/c1ccc([N+](=O)[O-])s1	2	-10	-0.2	-4	10	1	1.0	4	-6	5
O=C(NCc1ccccc1)C(=O)NCC1OCCCN1S(=O)(=O)c1cccs1 (configuration not stated)	3	3	0.2	-2	8	13	1.2	3	-2	3

Among those listed so far, these have a halogen:
SMILES	ADAM10 inh	NPR2 activator	proKLK7 act	GC-A act	ASAP1 GAP inh	sPLA2-III inh	FXN GAA850 act	ARFGAP1 inhibitor	Tn6 DDE FP	rCAG RNA binder
COc1ccc(CCN2C(=O)NC(NS(=O)(=O)c3ccccc3)(C(F)(F)F)C2=O)cc1OC (configuration not stated)	-1	-1	0.1	-4	-2	-1	0.5	2	1	5
Cc1ccc(C2NC(=O)NC(O)(C(F)(F)F)C2C(=O)c2ccccc2)o1 (configuration not stated)	-4	-2	0.9	-2	2	2	0.1	16	2	-1

Four structures from above, sorted by heavy-atom count, falling:
SMILES	ADAM10 inh	NPR2 activator	proKLK7 act	GC-A act	ASAP1 GAP inh	sPLA2-III inh	FXN GAA850 act	ARFGAP1 inhibitor	Tn6 DDE FP	rCAG RNA binder
Cc1ccc(C2NC(=O)NC(O)(C(F)(F)F)C2C(=O)c2ccccc2)o1 (configuration not stated)	-4	-2	0.9	-2	2	2	0.1	16	2	-1
COc1ccccc1NC(=O)C(=O)N/N=C/c1ccc([N+](=O)[O-])s1	2	-10	-0.2	-4	10	1	1.0	4	-6	5
COc1ccc(N=C(C)c2sc3ccccc3c2O)cc1	6	0	0.5	0	12	4	6.2	9	4	2
Cc1cc(C(=O)NN=C2CCCC2)c2ccccc2n1	1	-1	0.1	2	-9	-4	-2.3	-8	-6	1

Additional results follow.
SMILES	ADAM10 inh	NPR2 activator	proKLK7 act	GC-A act	ASAP1 GAP inh	sPLA2-III inh	FXN GAA850 act	ARFGAP1 inhibitor	Tn6 DDE FP	rCAG RNA binder
CSCCC(NC(=O)c1ccc([N+](=O)[O-])cc1Cl)C(=O)OC1CCCCC1=O (configuration not stated)	-3	10	-0.1	-2	14	1	0.1	0	2	-1
Cc1cc(O)c(C(=O)/C=C/c2ccc(C(C)C)cc2)c(=O)o1	-10	0	-1.6	0	2	-10	6.5	14	-2	27
Cc1ccc(NC(=S)Nc2ccc(-c3nnc4n3CCCCC4)cc2)cc1C	-3	-4	-0.2	2	-11	-3	.	-2	3	-1
CCOC(CNC(=O)CN1C(=O)COc2ccc(S(=O)(=O)N3CC(C)CC(C)C3)cc21)OCC (configuration not stated)	4	6	0.6	-1	2	7	1.8	1	-2	0
CCN1CCN(c2ccc(S(=O)(=O)N3CCOCC3)cc2NC(=O)c2ccc(Cl)s2)CC1	-9	2	0.3	-2	10	-8	-0.7	1	3	-1
CC(C)CCNC(=O)C1CCCCN1S(=O)(=O)c1ccc(F)cc1 (configuration not stated)	-9	3	0.4	2	-7	15	0.1	-2	5	-8
O=C1OC(/C(=C\NCc2ccccc2)[N+](=O)[O-])c2ccccc21 (configuration not stated)	4	2	-0.5	-1	-2	3	3.1	11	1	0
CC(O)(c1cccnc1)c1nc(/C=C/c2ccccc2)cs1 (configuration not stated)	-2	-4	0.1	6	4	-13	-1.1	-3	1	1
C#CCn1c(O)c(N=NC(=O)CNC(=O)/C=C/c2ccccc2)c2ccccc21	19	-4	0.2	3	-12	-7	0.3	-15	-2	10
Cc1cccc(NC(=S)N(CCN(C)C)C(C)c2ccccn2)c1 (configuration not stated)	-2	1	0.0	-1	-2	-1	1.2	-12	10	-1
Cc1cc(C(=O)COC(=O)Cc2n[nH]c(=O)c3ccccc23)c(C)n1-c1ccc2c(c1)OCCO2	2	-1	0.4	4	0	-2	-2.8	12	-3	11
O=C(NC1CCCCC1)N1CCN(Cc2ccco2)CC1	0	4	-0.2	-1	-1	-5	-0.3	-3	7	0
CCCC1CCC2(CCCN2CCOC(=O)Nc2ccccc2)CC1 (configuration not stated)	0	-4	.	-4	.	-19	.	.	0	.
O=c1c2oc3ccccc3c2[nH]c(=S)n1-c1ccc(F)cc1	11	9	-0.5	24	8	12	1.1	2	0	0
COC[C@@H]1CCCN1c1cccc2c1S(=O)(=O)N1CC[C@@H](C1)O2	-2	4	-0.5	3	.	1	.	.	-6	6
O=C(c1ccc(OC2CCN(Cc3ccc(C(F)(F)F)cc3)CC2)cc1)N1CCCCC1	4	1	0.1	2	-4	1	2.6	-4	-3	-2
CCC(NS(=O)(=O)c1ccc(C)cc1)C(=O)N1CCC2(O)CCCCC2C1 (configuration not stated)	6	0	-0.1	3	-10	1	0.4	-1	1	-6
O=C(CNC(=O)C1CCCC1)Nc1ccccc1Br	-3	7	0.7	0	-4	7	0.8	3	-10	1
CCc1nn(CC(=O)N2CCCCCC2)c(=O)c2cc3ccccc3n12	-34	3	0.5	4	-5	6	0.5	9	-10	-6
O=C(CN1C(=O)c2cccc([N+](=O)[O-])c2C1=O)NNC(=O)c1ccc(F)cc1	4	5	0.3	1	-10	3	-0.8	7	2	2
Cc1ccc(-n2nc(C)c3c(C(=O)OCC(=O)N(C)C4CCS(=O)(=O)C4)cc(-c4ccccc4)nc32)cc1 (configuration not stated)	-10	-7	-0.3	-5	7	-2	0.3	6	-3	16
Clc1ccc(CN2CCCCCCC2)cc1Cl	-5	7	-0.2	1	2	7	-0.5	2	-4	-3
O=C(Nc1ccc(F)cc1)c1nc2c(nnn2Cc2cccc3ccccc23)c(=O)[nH]1	-3	0	0.0	-5	-16	-1	0.9	-24	-6	22
CCCN(CCC)S(=O)(=O)c1cccc(-c2csc(C)n2)c1	9	-1	-0.9	4	5	-7	0.6	3	-11	-1

Look-ups from the results shown:
ASAP1 GAP inh, O=C(Nc1ccc(F)cc1)c1nc2c(nnn2Cc2cccc3ccccc23)c(=O)[nH]1 = -16
GC-A act, Clc1ccc(CN2CCCCCCC2)cc1Cl = 1

More compounds:
SMILES	ADAM10 inh	NPR2 activator	proKLK7 act	GC-A act	ASAP1 GAP inh	sPLA2-III inh	FXN GAA850 act	ARFGAP1 inhibitor	Tn6 DDE FP	rCAG RNA binder
CCCC(=O)N(CC(=O)Nc1sc(C)c(C)c1C(N)=O)Cc1ccccc1	0	1	-0.5	-1	14	2	-0.3	9	4	-2
O=C(Nc1ccc(COc2ccccc2)cc1)c1cccc([N+](=O)[O-])c1	-10	-5	-0.5	2	19	7	1.2	13	-8	-1
CCCCN(C)C(=O)C1CCCN(S(=O)(=O)c2ccc3c(c2)CC(C)N3C(=O)C2CC2)C1 (configuration not stated)	-1	5	0.0	4	-2	-1	-1.3	-7	-6	-8
Cc1ccc2cc(CN(C(=O)C3CCCO3)C3CCCCC3)c(=O)[nH]c2c1 (configuration not stated)	-16	7	0.5	-2	6	-4	-0.4	1	-1	-7
Cc1cc(NC(=O)C(C)SCC(=O)OCC(=O)N(Cc2ccccc2)C(C)(C)C)no1 (configuration not stated)	1	-2	0.4	-1	-2	-8	0.4	13	3	-10
CCn1c(CNC(=O)c2ccco2)nnc1SCC(=O)Nc1cc(C)c(C)cc1Br	-12	-1	0.1	1	12	1	-4.2	6	-7	-4
CCOC(=O)C(Cc1ccccc1)c1ccnc2nc(N)nn12 (configuration not stated)	-84	3	0.4	-4	-10	5	0.0	0	0	-5
CCOC(=O)CSc1nnc(CNC(=O)c2ccc(OC)c(OC)c2)n1C	-1	8	0.2	-1	8	9	-1.6	-4	11	-1
O=C(CSc1nnc(SCc2ccccc2)s1)N/N=C/C=C/c1ccco1	7	1	-0.1	-4	-6	-18	2.2	-5	-3	23
CCCCNC(=S)NCCN1CCN(C(=S)NCCCC)CC1	-4	0	0.5	1	-10	16	-0.4	14	-7	-4
COC(=O)/C(C#N)=C/c1c(N2CCN(c3cccc(Cl)c3)CC2)nc2c(C)cccn2c1=O	12	2	0.7	-4	0	2	-0.2	2	-7	9
Cc1cc(C)nc(Sc2nc(C)nc3c2oc2ccccc23)n1	-7	8	-0.2	2	-2	-3	-0.1	7	0	-8
CCCCCCN1CCS(=O)(=O)N(Cc2ccccc2)C(C(=O)OC)C1 (configuration not stated)	4	-7	0.2	-1	.	0	.	.	-5	-3
O=C1NC(c2ccc(-c3ccccc3[N+](=O)[O-])o2)C(C(=O)c2ccccc2)C(O)(C(F)(F)F)N1 (configuration not stated)	2	-14	-0.3	-37	8	-16	-4.4	-5	2	53*
Cc1ccc(S(=O)(=O)CCC(=O)Oc2ccc3c(C)cc(=O)oc3c2)cc1	i	-2	24*	0	15	10	2.4	3	1	-1
COC(=O)c1cccc(N/C=C(\[N+](=O)[O-])S(=O)(=O)c2ccccc2)c1	-1	-3	-0.3	5	-4	5	-0.8	-2	2	2
OCCC1CN(Cc2cc3ccccc3o2)CCN1Cc1ccc(F)cc1 (configuration not stated)	6	1	0.6	2	1	-4	-0.6	6	2	-5

An excerpt from above in order of their number in sPLA2-III inh, rising:
mol,sPLA2-III inh
O=C1NC(c2ccc(-c3ccccc3[N+](=O)[O-])o2)C(C(=O)c2ccccc2)C(O)(C(F)(F)F)N1 (configuration not stated),-16
OCCC1CN(Cc2cc3ccccc3o2)CCN1Cc1ccc(F)cc1 (configuration not stated),-4
COC(=O)c1cccc(N/C=C(\[N+](=O)[O-])S(=O)(=O)c2ccccc2)c1,5
Cc1ccc(S(=O)(=O)CCC(=O)Oc2ccc3c(C)cc(=O)oc3c2)cc1,10
